Rat MKP-3 inhibitors = MKP-3 phosphatase inhibitors, primary screen, biochemical, rat enzyme, in vitro (AID 425); recombinant MKP-3 phosphatase activity, fluorescence; higher % means a stronger effect; inhibition, % at 20 µM; hits with a dose series show IC50 in µM; 110,000 tested, 0.17% active; in the data active = inhibition above about 50%;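 note: plate controls were vehicle for no effect and reference inhibitor for full effect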
Hsp70 inhibitors = Hsp70 inhibitors, probe displacement, primary screen, biochemical, fluorescence polarization (AID 583); Hsp70 fluorescence polarization probe displacement, mP; higher % means a stronger effect; displacement, % at 20 µM, or IC50 in µM where a hit was titrated; 140,000 tested, 0.06% active; in the data active = displacement above about 50%;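 note: plate controls were vehicle for no effect and reference ligand for full effect; a part of the inactive calls stands beside numbers as strong as those of hits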
Starred values were filed as active, the others as inactive; · = not tested or not shown; & = joins results of further samples.

SMILES	Rat MKP-3 inhibitors	Hsp70 inhibitors
Cc1ccccc1OCC(=O)NCCN(C)C	-4.3%	-1.4%
CCOC(=O)C1=C(C)N=c2s/c(=C\c3ccc([N+](=O)[O-])o3)c(=O)n2C1c1ccc(C)cc1 (configuration not stated)	-3.0%	-6.7%
COCc1[nH]nc2c1C1(CCSCC1)C(C#N)=C(N)O2	1.8%	3.1%
CCN(CC)S(=O)(=O)c1ccc(-c2nnc(SCC(=O)c3ccc(OC)cc3)o2)cc1	3.5%	2.7%
Cc1c(N=Cc2ccncc2)c(=O)n(-c2ccccc2)n1C	-2.2%	0.3%
c1ccc(C(=NCCN=C(c2ccccc2)c2ccccc2)c2ccccc2)cc1	0.1%	-0.6%
COc1ccccc1NC(=O)c1ccc(CN2CCc3ccccc3C2)cc1	2.4%	-2.9%
CN(C)c1ccc(CNn2cnnc2)cc1	-0.2%	0.3%
Cc1ccc2c(c1)[nH]c1c(=O)n(CCCN3CCOCC3)cnc12	-8.5%	7.1%
COc1ccc(-c2cnn(C3CCS(=O)(=O)C3)c2N)cc1 (configuration not stated)	·	-0.1%
COc1ccc(CCNC(=O)C2CCCN(S(=O)(=O)c3cccc4nonc34)C2)cc1OC (configuration not stated)	-7.4%	·
CC(C)[C@H](NC(=O)OC(C)(C)C)C(=O)N/N=C/c1cccc2nccnc12	·	-5.4%
COc1ccccc1C1Nc2ccccc2NC2=C1C(=O)CC(c1ccc(Cl)cc1)C2 (configuration not stated)	0.6%	2.6%
O=C(CSc1nnc(-c2ccco2)n1CC1CCCO1)c1ccccc1 (configuration not stated)	-2.6%	0.9%
O=C1c2ccccc2C(=O)N1c1ccccc1S(=O)C(F)(F)F (configuration not stated)	-2.9%	3.0%
CCOc1ccc(OCC)c(NC(=O)CSc2nc3ccccc3c(=O)n2C)c1	-3.3%	2.2%
N#Cc1ncc(C(F)(F)F)cc1Sc1ccc(N)cc1	·	2.2%
Cc1cccc(NC(=O)c2cccc(C(=O)Nc3cccc(C)c3)n2)c1	0.3%	3.0%
COc1cc2c(cc1NC(=O)CSCC(=O)O)oc1ccccc12	3.7%	12.2%
CC1CCCCN1CCNC(=O)C1CC(=O)N(c2ccc(F)c(Cl)c2)C1 (configuration not stated)	-4.6%	-4.6%

16 entries from above, as a markdown table.
| molecule | Rat MKP-3 inhibitors | Hsp70 inhibitors |
| --- | --- | --- |
| CCOC(=O)C1=C(C)N=c2s/c(=C\c3ccc([N+](=O)[O-])o3)c(=O)n2C1c1ccc(C)cc1 (configuration not stated) | -3.0% | -6.7% |
| COCc1[nH]nc2c1C1(CCSCC1)C(C#N)=C(N)O2 | 1.8% | 3.1% |
| CCN(CC)S(=O)(=O)c1ccc(-c2nnc(SCC(=O)c3ccc(OC)cc3)o2)cc1 | 3.5% | 2.7% |
| Cc1c(N=Cc2ccncc2)c(=O)n(-c2ccccc2)n1C | -2.2% | 0.3% |
| c1ccc(C(=NCCN=C(c2ccccc2)c2ccccc2)c2ccccc2)cc1 | 0.1% | -0.6% |
| COc1ccccc1NC(=O)c1ccc(CN2CCc3ccccc3C2)cc1 | 2.4% | -2.9% |
| CN(C)c1ccc(CNn2cnnc2)cc1 | -0.2% | 0.3% |
| Cc1ccc2c(c1)[nH]c1c(=O)n(CCCN3CCOCC3)cnc12 | -8.5% | 7.1% |
| COc1ccc(-c2cnn(C3CCS(=O)(=O)C3)c2N)cc1 (configuration not stated) | · | -0.1% |
| COc1ccc(CCNC(=O)C2CCCN(S(=O)(=O)c3cccc4nonc34)C2)cc1OC (configuration not stated) | -7.4% | · |
| CC(C)[C@H](NC(=O)OC(C)(C)C)C(=O)N/N=C/c1cccc2nccnc12 | · | -5.4% |
| COc1ccccc1C1Nc2ccccc2NC2=C1C(=O)CC(c1ccc(Cl)cc1)C2 (configuration not stated) | 0.6% | 2.6% |
| O=C(CSc1nnc(-c2ccco2)n1CC1CCCO1)c1ccccc1 (configuration not stated) | -2.6% | 0.9% |
| O=C1c2ccccc2C(=O)N1c1ccccc1S(=O)C(F)(F)F (configuration not stated) | -2.9% | 3.0% |
| CCOc1ccc(OCC)c(NC(=O)CSc2nc3ccccc3c(=O)n2C)c1 | -3.3% | 2.2% |
| N#Cc1ncc(C(F)(F)F)cc1Sc1ccc(N)cc1 | · | 2.2% |

Continuation.
SMILES	Rat MKP-3 inhibitors	Hsp70 inhibitors
COc1ccc(NC(=O)CSc2nncs2)cc1OC	-12.7%	3.8%
O=C1/C(=C/Nc2ccccc2NS(=O)(=O)c2ccc([N+](=O)[O-])cc2)CCc2ccccc21	2.5%	-0.7%
Cc1ccc(S(=O)(=O)N2CCCC2C(=O)O)cc1 (configuration not stated)	5.0%	-1.7%
COc1ccc(OCC(O)Cn2c(=N)n(CCN3CCCCC3)c3ccccc32)cc1 (configuration not stated)	-1.1%	-5.6%
CC(C)(C)n1nnnc1C(c1ccccc1)N1CCc2ccccc2C1 (configuration not stated)	0.4%	6.7%
Ic1ccc(-c2nc(-c3ccccn3)no2)cc1	-2.7%	2.9%
CCOC(=O)CCCC[C@H]1SC[C@@H](NC(=O)OC)[C@H]1NC(=O)OC	-1.1%	-0.2%
COc1ccc(NC(=O)C23CCC(C2)C(C)(C)C3=O)cc1 (configuration not stated)	-10.7%	4.2%
O=C1/C(=C\c2ccc(-c3ccccc3[N+](=O)[O-])o2)SC(=S)N1C1CCS(=O)(=O)C1 (configuration not stated)	6.8%	0.6%
FC(F)(F)c1cc(-c2ccco2)nc(-n2nc(C(F)(F)F)cc2C2CC2)n1	0.0%	1.8%
Cc1ccnc(SCCn2c(Br)nc3c2c(=O)n(C)c(=O)n3C)n1	-13.3%	1.6%
N#Cc1cn(-c2ccccc2)nc1-c1ccccc1	-5.0%	3.8%
C=CCNC(=O)CN(c1ccccc1OCC)S(=O)(=O)c1ccc(C)cc1	·	-0.3%
CC(C)(C)c1ccc(NC(=O)COC(=O)C2=COCCO2)cc1	-6.4%	-1.3%
CCOC(=O)CC(=O)c1sc2nccc(N(C)C)c2c1N	-1.6%	1.4%
COc1ccc(-c2noc(CCC(=O)N3CCN(Cc4ccccc4)CC3)n2)cc1	-2.9%	·
O=C(CCN1CCc2ccccc2C1)Nc1ccc(F)cc1	·	8.1%
CCOc1ccc(N2C(=O)CSC2c2ccncc2)cc1 (configuration not stated)	2.6%	1.2%
O=C(Nc1cccc(F)c1)C1CC(=O)N(c2ccccc2)C1 (configuration not stated)	0.7%	0.2%
C=C(C)COc1ccc(-c2n[nH]c(C)c2-c2ccc(Br)cc2)c(O)c1	·	-1.8%
O=C(NCCN1CCOCC1)c1ccccc1Br	0.7%	-2.2%
CCCOC(NC(=O)CC)(C(F)(F)F)C(F)(F)F	-2.3%	4.1%
Nc1ccc(-c2ccc(N3C(=O)c4cccc5c(Cl)ccc(c45)C3=O)cc2)cc1	1.5%	-2.7%
Oc1ccccc1/C=N/NC1=NCCCCC1	·	0.3%
COCCCNC(=O)CC(NS(=O)(=O)c1ccc(Cl)cc1)c1ccco1 (configuration not stated)	-5.5%	6.0%
O=C(Nc1ccc(SC(F)F)cc1)c1cccc2nc3ccccc3nc12	·	2.3%
CCOc1ccccc1N(CC(=O)N1CCOCC1)S(=O)(=O)c1ccc(SC)cc1	-4.7%	1.2%
Cc1ccccc1N1C(=O)CC(SC2=NCCS2)C1=O (configuration not stated)	3.4%	-0.8%
O=C(CN(Cc1ccccc1F)C(=O)c1ccco1)NCc1ccc(F)cc1	-17.6%	3.7%
CC(=O)OCc1cc2cc(C)ccc2[nH]c1=O	-2.7%	-1.9%
O=C(Nc1cc(C(F)(F)F)ccc1Cl)c1ccc2ccccc2n1	3.9%	3.8%
COc1ccc(/C(C)=N/N=C2/NC(=O)C(CC(=O)Nc3ccc(C)cc3)S2)cc1 (configuration not stated)	-1.2%	0.3%
OC(CCN1CCOCC1)(c1ccc(Cl)cc1)C1CCCCC1 (configuration not stated)	-3.1%	-2.3%
CCS(=O)(=O)N1CCC(C(=O)NCCc2ccc(OC)c(OC)c2)CC1	-8.4%	7.1%
O=C1CCCC2=C1C(c1cccs1)n1nc(SCc3ccccc3F)nc1N2 (configuration not stated)	-7.9%	-0.4%
C=CCSc1nc2c(c(=O)n(C)c(=O)n2C)n1CC	0.8%	0.7%
CCN1C(=O)NC(c2ccccc2[N+](=O)[O-])C(C(=O)OCCOC)=C1C (configuration not stated)	-0.8%	-1.0%
CCCN1C(=O)c2ccccc2NC1c1ccc(Br)cc1 (configuration not stated)	3.4%	-0.6%
CCCc1nc2n[nH]c(N)c2c2c1CCC2	-5.9%	1.4%
Cc1ccc(OCCNC(=O)C2CC(=O)N(c3ccc(C)cc3)C2)cc1 (configuration not stated)	·	-2.5%
CC1CCCCC1NC(=O)COC(=O)c1ccccn1 (configuration not stated)	·	5.3%
O=C(Cn1cnc2c(nnn2Cc2ccccc2F)c1=O)N1CCN(c2ccccc2)CC1	·	-1.5%
CC(=O)NCCc1nc2ccccc2[nH]1	0.0%	0.7%
CC1CCc2c(nc3ncnn3c2N2CC(C)OC(C)C2)C1 (configuration not stated)	-1.9%	2.9%
CC1(C)CC(=O)C(C=Nc2ccccc2)=C(O)C1	-0.3%	7.6%
Cn1c(CCNC(=O)c2ccco2)nc2cc(NC(=O)C3CCCCC3)ccc21	1.5%	1.8%
CCOc1ccccc1CNc1ccc(N2CCOCC2)c(C(=O)O)c1	1.2%	-0.1%
O=C(O)c1cc(-c2cccc(Cl)c2)nc2ccccc12	-1.2%	-1.2%
Cc1cc2c(cc(C(=O)OC(C(=O)NCc3ccco3)C(C)C)n2C)o1 (configuration not stated)	-4.3%	-2.9%
CCSc1nc(C)cc(Oc2ccc(=O)n(C)n2)n1	0.9%	-1.4%

Next entries follow:
SMILES	Rat MKP-3 inhibitors	Hsp70 inhibitors
Oc1ccccc1C1=Nc2ccccc2N=C(c2ccco2)C1	-8.6%	-5.6%
Cn1c(=O)c(C(=O)Nc2cnccn2)c(O)c2ccccc21	-10.2%	4.6%
CCc1ccccc1NC(=O)C(F)(Cl)C(F)(F)F (configuration not stated)	-0.3%	-8.0%
CN(C)CC(=O)c1c[nH]c2ccccc12	·	0.3%
CCN(CC)C(=O)CSc1nc2cccnc2n1-c1ccccc1OC	-6.6%	-3.3%
Cc1cc2c(cc1C)C(=O)NC(C)(C)C2	-6.0%&-0.1%	6.4%&0.2%
Cc1nc(N2CCCC2)c2ccsc2n1	-12.5%	-0.4%
COC(=O)c1nc2n(n1)C(c1cccc(Cl)c1)C1=C(CCCC1=O)N2 (configuration not stated)	-14.5%	3.7%
CCc1nc(Sc2nc(C)cc(C)n2)c2oc3ccccc3c2n1	-1.8%	-5.5%
COc1cc(NC(=O)Nc2ccccc2OC)c(OC)cc1NC(=O)CN1CCCCC1	-2.5%	-3.1%
O=C(CN1CCCCCC1)Nc1ccccc1F	·	-1.9%
Cc1cccc(C(C)C)c1NC(=O)Nc1ccc(Cl)cc1	-1.7%	3.7%
CC1=C(C(=O)Nc2ccccc2)C(c2ccc3c(c2)OCO3)NC(=S)N1 (configuration not stated)	3.1%	-0.2%
Cc1nnc(SCC(=O)NCc2ccc3c(c2)OCO3)[nH]c1=O	-10.8%	3.0%
COc1ccc(/C=C/C(=O)Nc2ccccc2C(F)(F)F)cc1Br	2.7%	-0.8%
CC(=O)OCC(OC(C)=O)C(OC(C)=O)C(OC(C)=O)C(=O)Nc1ccc(C)cc1 (configuration not stated)	-2.0%	-0.8%
COc1ccccc1-c1c(C(F)(F)F)oc2cc(OCc3ccccc3)ccc2c1=O	4.8%	2.2%
COc1cc(C(=O)Nc2c(-c3ccccc3)c3cc(Br)ccc3[nH]c2=O)cc(OC)c1OC	3.3%	-0.6%
COC(=O)C1=C(N)Oc2cc(C)oc(=O)c2C1c1ccncc1 (configuration not stated)	0.2%	-2.0%
CCOC(=O)COc1ccccc1/C=C1\C(=O)NC(=O)N(c2ccc(Cl)cc2)C1=O	-0.6%	-2.1%
CCCNc1ncnc2c1cnn2-c1ccc(OC)cc1	-0.3%	3.0%
c1ccc(NCc2nc(-c3ccccc3)no2)cc1	4.7%	2.1%
COc1ccc(S(=O)(=O)N(CCc2ccccc2)CC(=O)NC2CCCCC2)cc1	2.6%	1.8%
COc1ccc(CNC(=O)c2ccc([N+](=O)[O-])cc2)cc1	-0.8%	0.3%
Cc1ccc(NC(=O)c2cccc(N3C(=O)C4C5c6ccccc6C(c6ccccc65)C4C3=O)c2)cc1Cl (configuration not stated)	2.3%	2.3%
CC1CCc2c(sc3nc(C4CC4)nc(SCC(=O)NCc4ccco4)c23)C1 (configuration not stated)	-12.7%	-4.7%
COc1ccccc1NC(=O)c1ccccc1NC(=O)c1cc(Cl)ccc1NC(=O)c1ccco1	·	3.5%
CN1C(=O)N(C)C2(CC1(C)C)CC(C)(C)N(C)C(=O)N2C	-4.0%	-0.8%
Cc1ccc(OCc2cc(C(=O)Nc3ccccc3)oc2C)cc1	·	-1.2%
O=C(CCN1C(=O)c2ccccc2C1=O)Nc1ccc(-c2cn3ccsc3n2)cc1	-11.7%	-3.8%
CN(C(=O)COc1ccc(Cl)cc1Cl)C1CCS(=O)(=O)C1 (configuration not stated)	2.7%	·
CN(C)S(=O)(=O)c1ccc(C(=O)Nc2cc(Cl)cc(Cl)c2)cc1	0.0%	4.8%
O=C(COc1ccc(Cl)cc1)Nc1ccccc1CO	-9.8%	5.5%
Cc1ccc(-n2nc(-c3cccs3)cc2C(=O)NCC2CCCO2)c(C)c1 (configuration not stated)	-9.6%	3.5%
CCCCN(C(=O)Nc1ccc(Cl)cc1)C1CCN(C(C)=O)CC1	·	-0.9%
O=C1N/C(=N/N=C/c2ccccc2)SC1Cc1ccccc1Cl (configuration not stated)	0.9%	-1.4%

From PubChem BioAssay

These rows are one share of the data, so the mix of outcomes need not match the whole.
